BAZ2B block – BAZ2B (human) inhibition | hit rate 4.4% among 360,000 | AlphaScreen BAZ2B-H3K14Ac peptide displacement | Potency, µM (doses to about 114 µM), without a hit: at the highest dose activity change, negative = inhibition, usual class: inhibitors; also: % is scaled to controls: 0 for no effect and ±100 for the full control effect; nearly all actives have a fitted effect of over 60% in size
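BAZ2B (50 nM) with biotin-H3(5-23)K14Ac peptide (50 nM) in PBS pH 7.4, 0.01% Tween-20, preformed 30 min, then compound 30 min at room temperature; top concentration 110uM. AlphaScreen streptavidin donor/nickel chelate acceptor beads (10 ug/mL final), 20 min dark, signal read.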
HP1b binding inh – inhibitors of HP1-beta chromodomain binding to methylated histone tails | AlphaScreen HP1-beta / biotin-H3K9me3 peptide binding | Potency, µM (titrated, usually from 114 µM), for inactives: at the highest dose activity change, negative = inhibition, actives largely listed as inhibitors | P83916 | hit rate 0.56% among 390,000; also: nearly all actives have a fitted effect of over 70% in size; inactives centre near 23
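AlphaScreen: HP1-beta (50 nM) preformed 30 min with biotin-H3(1-18)K9me3 peptide (50 nM) in PBS pH 7.4, 0.01% Tween-20. Compound added for 30 min at RT, then streptavidin donor/nickel chelate acceptor beads (10 ug/mL) for 30 min.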
GLS inh – glutaminase GLS (human) inhibition; O94925; GLS enzymatic activity, qHTS titration; Potency, µM (series often up to 45.5 µM), for the others: top-dose activity change, negative = inhibition, hits mostly inhibitors; hit rate 0.21% among 410,000; also: % is scaled to controls: 0 for no effect and ±100 for the full control effect
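Two-point fluorescence kinetic (t0, 30 min RT) for hKGA; glutamate detected via glutamate oxidase–HRP–Amplex Red. Substrate: 1 mM L-glutamine solution; buffer 45 mM KH2PO4, pH 8.2.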
BLM helicase inh – blocks DNA unwinding by human BLM helicase; Potency, µM (top dose mostly 56.1 µM), for inactives: at the highest dose activity change, negative = inhibition, actives largely listed as inhibitors; recombinant BLM DNA unwinding, fluorescence dequenching; hit rate 0.2% among 350,000;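 also: plate controls were vehicle for no effect and no enzyme for full effect; nearly all actives have a fitted effect of over 35% in size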
Target sequence (P54132 whole entry, looked up): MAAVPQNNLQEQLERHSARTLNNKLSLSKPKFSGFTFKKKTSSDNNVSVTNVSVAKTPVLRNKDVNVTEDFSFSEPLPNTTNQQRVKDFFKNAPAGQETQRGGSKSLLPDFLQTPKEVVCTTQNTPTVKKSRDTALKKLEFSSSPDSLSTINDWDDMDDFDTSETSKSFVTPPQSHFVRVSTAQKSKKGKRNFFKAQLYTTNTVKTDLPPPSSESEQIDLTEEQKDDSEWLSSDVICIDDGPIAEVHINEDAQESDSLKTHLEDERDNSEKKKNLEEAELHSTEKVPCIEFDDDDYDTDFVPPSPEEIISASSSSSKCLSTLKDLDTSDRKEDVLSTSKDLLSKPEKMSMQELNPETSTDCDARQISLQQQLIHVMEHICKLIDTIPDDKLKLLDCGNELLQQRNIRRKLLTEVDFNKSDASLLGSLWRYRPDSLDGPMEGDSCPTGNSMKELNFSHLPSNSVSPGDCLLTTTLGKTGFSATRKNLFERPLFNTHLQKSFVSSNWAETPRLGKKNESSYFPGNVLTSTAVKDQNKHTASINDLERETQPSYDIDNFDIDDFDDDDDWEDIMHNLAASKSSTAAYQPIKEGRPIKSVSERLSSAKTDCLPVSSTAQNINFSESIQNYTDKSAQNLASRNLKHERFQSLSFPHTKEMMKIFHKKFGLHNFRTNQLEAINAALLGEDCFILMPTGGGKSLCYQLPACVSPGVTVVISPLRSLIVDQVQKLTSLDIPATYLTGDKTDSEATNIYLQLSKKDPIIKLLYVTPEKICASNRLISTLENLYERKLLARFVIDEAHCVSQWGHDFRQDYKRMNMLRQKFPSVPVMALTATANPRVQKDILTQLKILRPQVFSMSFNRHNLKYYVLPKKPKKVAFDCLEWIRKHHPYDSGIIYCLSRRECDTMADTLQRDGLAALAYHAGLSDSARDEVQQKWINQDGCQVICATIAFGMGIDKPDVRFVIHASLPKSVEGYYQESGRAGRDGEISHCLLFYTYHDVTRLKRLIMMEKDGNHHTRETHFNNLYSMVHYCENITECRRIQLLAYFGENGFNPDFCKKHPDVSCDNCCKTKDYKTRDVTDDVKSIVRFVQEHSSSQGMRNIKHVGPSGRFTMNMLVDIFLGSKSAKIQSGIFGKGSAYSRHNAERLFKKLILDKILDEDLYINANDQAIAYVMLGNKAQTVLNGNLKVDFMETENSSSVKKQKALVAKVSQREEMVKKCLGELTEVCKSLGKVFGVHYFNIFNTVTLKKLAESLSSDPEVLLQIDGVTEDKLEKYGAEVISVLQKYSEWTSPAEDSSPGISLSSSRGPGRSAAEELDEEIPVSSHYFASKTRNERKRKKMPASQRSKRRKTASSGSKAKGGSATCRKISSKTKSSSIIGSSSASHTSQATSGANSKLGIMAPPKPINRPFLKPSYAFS
Tb PGK inh – inhibitors of T. brucei phosphoglycerate kinase | P07378 | PGK/GAPDH coupled, Kinase-Glo luminescence, 60 min | Potency, µM (series often up to 57.5 µM), for the others: top-dose activity change, negative = inhibition, most hits filed as inhibitors | hit rate 0.043% among 380,000; also: % is scaled to controls: 0 for no effect and ±100 for the full control effect; nearly all actives have a fitted effect of over 60% in size
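Luminescent ATP detection (Kinase-Glo Plus) follows a 60-minute room-temperature incubation, with wells lacking PGK as controls. Buffer: 100 mM TEA (pH 7.6), 5 mM MgCl2, 0.01% Tween-20. Coupling enzyme GAPDH (100 nM final) supplies unstable 1,3-BPG in-well.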
Pin1 inh – inhibitors of human Pin1; hit rate 0.009% among 390,000; Potency, µM (doses to about 115 µM), without a hit: top-dose activity, negative = inhibition, actives largely listed as inhibitors; Q13526; AID 504891; Pin1 FP peptide displacement, HiFluor488, 10 min; active = well fitted inhibition curve with a large enough effect in the polarisation, with a control signal flat, not every such curve was filed as active; inconclusive = small, poorly fitted or top-dose-only effect, or effect the other way, or a change in a side signal; inactive = no such curve, though single readings can be large or run the other way; the % refers to the polarisation; also: % is scaled to controls: 0 for no effect and ±100 for the full control effect
JMJD2A Tudor inh – JMJD2A Tudor domain (human) inhibition. O75164. AlphaScreen JMJD2A-Tudor / H3K4me3 peptide binding. Potency, µM (titrated, usually from 114 µM), without a hit: at the highest dose activity change, negative = inhibition, hits mostly inhibitors. hit rate 4.4% among 390,000; also: % is scaled to controls: 0 for no effect and ±100 for the full control effect; nearly all actives have a fitted effect of over 50% in size
G9a block – G9a (human) methyltransferase inhibition. Q96KQ7. G9a H3K9 monomethylation, AlphaScreen, 2 h. Potency, µM (top dose mostly 102 µM), for the others: at the top dose activity, negative = inhibition, most hits filed as inhibitors. hit rate 8.8% among 350,000. AID 504332; also: % is scaled to controls: 0 for no effect and ±100 for the full control effect; nearly all actives have a fitted effect of over 75% in size
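Methyltransferase reactions run at room temperature for 2 h (20 nM enzyme, 500 nM biotin-H3K9 peptide, 20 uM SAM) after a 15 min compound preincubation; product detected by AlphaScreen beads and anti-H3K9me1 antibody.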
Pol iota inh – DNA polymerase iota (human) inhibition. Q9UNA4. Pol iota fluorescent replication assay, 10 min. Potency, µM (titrated, usually from 115 µM), inactives show at the highest dose activity, negative = inhibition, usual class: inhibitors. hit rate 1% among 390,000
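Fluorescent replication assay read twice, at 0 min and 10 min after adding 50 nM (final) substrate. Enzyme (10 nM) and compounds were first incubated 15 min at room temperature; enzyme-free buffer wells were negative controls.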
* hit, by the source's call; [ ] = another dose, or the depositor's remark. Unless noted, calls follow the shape of the dose curve; as a rule, active = well fitted curve in the direction sought with a large enough effect; inconclusive = small, poorly fitted or top-dose-only effect, or another doubt; inactive = no such curve, though single readings can be large; an effect the other way counts as inactive or inconclusive. Potency is read from the fitted curve at half-maximal effect.

Screening CCCCC(CC)C(=O)Nc1ccc(Nc2ccccc2)cc1 (stereo unspecified) returned BAZ2B block inconclusive, HP1b binding inh -25%, GLS inh 5%, BLM helicase inh -13%, Tb PGK inh inactive, Pin1 inh -10%, JMJD2A Tudor inh inconclusive, G9a block inconclusive and Pol iota inh -17%.
For CCOc1ccc2nc(NC(NC(C)=O)(C(=O)OC)C(F)(F)F)sc2c1 (stereo unspecified) the results were BAZ2B block -8%, HP1b binding inh 22%, GLS inh 17%, BLM helicase inh -1%, Tb PGK inh 0%, Pin1 inh -5%, JMJD2A Tudor inh -21%, G9a block -4%[59 µM] and Pol iota inh 25%.
For CS(=O)(=O)c1ccc(Cl)c(NC(=O)CSc2nc3ccccc3c(=O)n2CCCN2CCOCC2)c1 the results were BAZ2B block -6%, HP1b binding inh 69%[activator], GLS inh -1%, BLM helicase inh -7%, Pin1 inh 10%, JMJD2A Tudor inh -12%, G9a block 17%[59 µM] and Pol iota inh 14%.
COc1ccc(CNC(=O)CSc2nnc3c(Cl)cc(C(F)(F)F)cn23)cc1OC was read as BAZ2B block -3%, HP1b binding inh 26%, GLS inh -17%, BLM helicase inh 1%, Tb PGK inh -8%, Pin1 inh 10%, JMJD2A Tudor inh -6%, G9a block 22%[59 µM] and Pol iota inh 114%[activator].
`O=[N+]([O-])c1ccc2c(c1)C(N1CCOCC1)/C(=C/C1(O)CCCCC1)O2` (stereo unspecified) gave BAZ2B block -10%, HP1b binding inh 39%, GLS inh 6%, BLM helicase inh 2%, Tb PGK inh inactive, Pin1 inh -2%, JMJD2A Tudor inh -10% and Pol iota inh 27%.
COc1ccc(-c2cc(OC(=O)c3cccc(Cl)c3)c3c(C)oc(C)c3c(=O)c2)cc1OC was read as BAZ2B block 50µM*, HP1b binding inh -17%, GLS inh 21%, BLM helicase inh 1%, Tb PGK inh -5%, Pin1 inh 4%, JMJD2A Tudor inh inconclusive, G9a block inconclusive and Pol iota inh inconclusive.
For COc1ccc(-n2nnnc2-c2nc3ccccc3s2)cc1 the results were BAZ2B block -1%, HP1b binding inh 25%, GLS inh 2%, BLM helicase inh -5%, Tb PGK inh -10%, Pin1 inh 10%, JMJD2A Tudor inh -2%, G9a block 6%[59 µM] and Pol iota inh 16%.
For CC(=O)NCCC(=O)Nc1cc(S(=O)(=O)N2CCOCC2)ccc1Oc1ccc(F)cc1 the results were BAZ2B block -5%, HP1b binding inh 21%, GLS inh -3%, Tb PGK inh inactive, Pin1 inh -3%, JMJD2A Tudor inh -8%, G9a block -45% and Pol iota inh 42%[activator].
Screening Cc1cc(N2CCN(C)CC2)nc2ccc(NC(=O)CCC(=O)NCCCOC(C)C)cc12 returned BAZ2B block 7%, HP1b binding inh 7%, GLS inh 6%, BLM helicase inh -4%, Tb PGK inh 5%, Pin1 inh -2%, JMJD2A Tudor inh -9%, G9a block -15% and Pol iota inh 25%.
For COc1ccc(S(=O)(=O)NCCCCOc2ccc(Cl)cc2)cc1 the results were BAZ2B block 16%, HP1b binding inh 64%[activator], GLS inh 2%, BLM helicase inh -14%, Tb PGK inh -3%, Pin1 inh 10%, JMJD2A Tudor inh 33%, G9a block 21%[2.33 µM] and Pol iota inh -15%.
C=CCNC(=O)C(=O)NCCOc1ccccc1Cl was read as BAZ2B block 11%, HP1b binding inh 38%, GLS inh 0%, BLM helicase inh 1%, Tb PGK inh 7%, Pin1 inh -3%, JMJD2A Tudor inh 6%, G9a block -11%[59 µM] and Pol iota inh 18%.
CN(C)c1ccc(P(=O)(OC2CCCCC2)C(O)c2ccccn2)cc1 (stereo unspecified) was read as BAZ2B block 45µM*, HP1b binding inh 41%[activator], GLS inh 3%, BLM helicase inh 0%, Tb PGK inh -8%, Pin1 inh -2%, JMJD2A Tudor inh inconclusive and Pol iota inh -4%.
Screening COc1ccc(-c2nnc(SCC(=O)NC3CCCC3)nc2-c2ccc(OC)c(OC)c2)cc1OC returned BAZ2B block 2%, HP1b binding inh 32%, GLS inh 9%, BLM helicase inh 0%, Tb PGK inh 8%, Pin1 inh -1%, JMJD2A Tudor inh -7%, G9a block -1%[59 µM] and Pol iota inh 17%.
Screening CCOC(=O)C1(C(F)(F)F)N=C(c2cccnc2)OC(N2CCCCC2)=N1 (stereo unspecified) returned BAZ2B block 2%, HP1b binding inh 42%[activator], GLS inh 0%, BLM helicase inh 0%, Tb PGK inh 5%, Pin1 inh -3%, JMJD2A Tudor inh -3%, G9a block 12% and Pol iota inh 12%.
For COc1cccc(C=Nc2ccc(N3CCOCC3)cc2)c1O the results were BAZ2B block -35%, HP1b binding inh 13%, GLS inh 4%, BLM helicase inh -5%, Tb PGK inh -11%, Pin1 inh 16%, JMJD2A Tudor inh -21%, G9a block inconclusive and Pol iota inh 35%.
For C/C(Nc1cccc(F)c1)=C(/C#N)C(N)=O the results were BAZ2B block -3%, HP1b binding inh 32%, GLS inh 0%, BLM helicase inh -3%, Tb PGK inh 7%, Pin1 inh -3%, JMJD2A Tudor inh -15%, G9a block -1% and Pol iota inh 21%.
`COc1ccc(CCSc2nnc(C3CCCCC3)n2N)cc1` gave BAZ2B block 3%, HP1b binding inh 46%[activator], GLS inh 12%, BLM helicase inh -9%, Tb PGK inh 1%, Pin1 inh 1%, JMJD2A Tudor inh 3%, G9a block inconclusive and Pol iota inh 11%.
Screening Cc1cccn2c(=O)c(C=O)c(Sc3ncccn3)nc12 returned BAZ2B block -18%, HP1b binding inh 29%, GLS inh -2%, BLM helicase inh 1%, Tb PGK inh -8%, Pin1 inh 8%, JMJD2A Tudor inh -16%, G9a block 40µM* and Pol iota inh 70%[activator].
`CC1=C(C(=O)N2CCOCC2)C(c2c(C)cc(C)cc2C)NC(=S)N1` (stereo unspecified) gave BAZ2B block -1%, HP1b binding inh 31%, GLS inh -2%, BLM helicase inh -4%, Tb PGK inh inactive, Pin1 inh -1%, JMJD2A Tudor inh -12%, G9a block -44% and Pol iota inh -6%.
Screening COc1ccccc1NS(=O)(=O)c1cc(NC(=O)c2sc3cc(Cl)ccc3c2Cl)ccc1C returned BAZ2B block -20%, HP1b binding inh 65%[activator], GLS inh 5%, BLM helicase inh 0%, Pin1 inh -2%, JMJD2A Tudor inh 4%, G9a block 8% and Pol iota inh -5%.
`O=C(COC(=O)CCC(=O)c1ccccc1)NNC(=O)c1ccc(Cl)cc1` gave BAZ2B block 7%, HP1b binding inh 25%, GLS inh 22%, Tb PGK inh -5%, Pin1 inh -2%, JMJD2A Tudor inh -18%, G9a block 19%[0.501 µM] and Pol iota inh 3%.
For Cc1cccc(N2CCN(C(=O)c3cc4ccccc4oc3=O)CC2)c1C the results were BAZ2B block 1%, HP1b binding inh 12%, GLS inh 2%, BLM helicase inh -6%, Tb PGK inh -3%, Pin1 inh -6%, JMJD2A Tudor inh -26%, G9a block -9%[59 µM] and Pol iota inh -16%.
For O=[N+]([O-])c1cccc(CSc2nc3ccccc3[nH]2)c1 the results were BAZ2B block -28%, HP1b binding inh -3%, GLS inh 0%, BLM helicase inh -1%, Tb PGK inh -3%, Pin1 inh 2%, JMJD2A Tudor inh -19%, G9a block -3%[59 µM] and Pol iota inh inconclusive.
`COC(=O)CC1COc2ccccc2N1C(=O)c1ccc(C(C)(C)C)cc1` (stereo unspecified) gave BAZ2B block -30%, HP1b binding inh 42%[activator], GLS inh -1%, BLM helicase inh -6%, Tb PGK inh 0%, Pin1 inh inconclusive, JMJD2A Tudor inh -18%, G9a block 56%[activator][59 µM] and Pol iota inh 10%.
`CCOC(=O)Cn1c(=O)oc2cc(S(=O)(=O)N3CCCC(C(=O)OCC)C3)ccc21` (stereo unspecified) gave BAZ2B block 10%, HP1b binding inh 47%[activator], GLS inh 9%, BLM helicase inh -1%, Tb PGK inh -7%, Pin1 inh 2%, JMJD2A Tudor inh -14%, G9a block -9% and Pol iota inh 0%.
`COc1ccc(S(=O)(=O)N2CCOCC2)cc1NC(=O)CN1CCC(Cc2ccccc2)CC1` gave BAZ2B block -4%, HP1b binding inh 15%, GLS inh -4%, BLM helicase inh -8%, Tb PGK inh inactive, Pin1 inh inconclusive, JMJD2A Tudor inh -23%, G9a block 6%[59 µM] and Pol iota inh 5%.
COc1cc(NS(=O)(=O)c2cn(C)cn2)cc(OC)c1OC was read as BAZ2B block -16%, HP1b binding inh 39%[activator], GLS inh -7%, BLM helicase inh 1%, Tb PGK inh -1%, Pin1 inh -5%, JMJD2A Tudor inh -3%, G9a block 78%[activator] and Pol iota inh 21%.
`CCCCN(C(=O)c1nn(C)c(=O)c2ccccc12)c1c(N)n(CC(C)C)c(=O)[nH]c1=O` gave BAZ2B block 8%, HP1b binding inh 47%, GLS inh 0%, Tb PGK inh -9%, Pin1 inh inconclusive, JMJD2A Tudor inh -2%, G9a block inconclusive and Pol iota inh 15%.
For O=C(OCC(=O)c1ccc(Cl)s1)c1cnccn1 the results were BAZ2B block inconclusive, HP1b binding inh 0%, GLS inh 2%, BLM helicase inh -8%, Tb PGK inh inactive, Pin1 inh 23%, JMJD2A Tudor inh -29%, G9a block 35µM* and Pol iota inh inconclusive.
For CC(C)(C)NC(=O)CSc1ccc(S(=O)(=O)N2CCOCC2)cn1 the results were BAZ2B block -2%, HP1b binding inh 31%, GLS inh 18%, Tb PGK inh 2%, Pin1 inh -2%, JMJD2A Tudor inh -7%, G9a block -13%[12.7 µM] and Pol iota inh 15%.
`O=C(O)C1C2CCC(O2)C1C(=O)Nc1ccc(Br)cc1F` (stereo unspecified) gave HP1b binding inh -1%, GLS inh 0%, Tb PGK inh -8%, Pin1 inh 0%, JMJD2A Tudor inh -2% and Pol iota inh 20%.
COc1ccc(OC)c(NC(=O)COC(=O)c2nc(Cl)ccc2Cl)c1 was read as BAZ2B block -31%, HP1b binding inh 19%, GLS inh 7%, BLM helicase inh -6%, Tb PGK inh -9%, Pin1 inh -4%, JMJD2A Tudor inh -16%, G9a block -9% and Pol iota inh 44%[activator].

This is a subset. The share of hits here may be higher or lower than overall.
